Assay outcomes (PubChem BioAssay)
RBX1-CUL1 inh = inhibitors of human ROC1-CUL1 ubiquitin ligase activity; P62877+Q13616; in vitro K48 di-Ub FRET, acceptor:donor ratio, 45 min; inhibition, % at 10 µM; actives 0.6% (n = 140,000); AID 1347404; in the data active = inhibition above about 25%
Target sequence (P62877 whole entry, looked up): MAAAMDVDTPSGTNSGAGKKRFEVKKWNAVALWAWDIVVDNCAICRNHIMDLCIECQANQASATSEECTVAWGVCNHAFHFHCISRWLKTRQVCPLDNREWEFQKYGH
Target sequence (Q13616 whole entry, looked up): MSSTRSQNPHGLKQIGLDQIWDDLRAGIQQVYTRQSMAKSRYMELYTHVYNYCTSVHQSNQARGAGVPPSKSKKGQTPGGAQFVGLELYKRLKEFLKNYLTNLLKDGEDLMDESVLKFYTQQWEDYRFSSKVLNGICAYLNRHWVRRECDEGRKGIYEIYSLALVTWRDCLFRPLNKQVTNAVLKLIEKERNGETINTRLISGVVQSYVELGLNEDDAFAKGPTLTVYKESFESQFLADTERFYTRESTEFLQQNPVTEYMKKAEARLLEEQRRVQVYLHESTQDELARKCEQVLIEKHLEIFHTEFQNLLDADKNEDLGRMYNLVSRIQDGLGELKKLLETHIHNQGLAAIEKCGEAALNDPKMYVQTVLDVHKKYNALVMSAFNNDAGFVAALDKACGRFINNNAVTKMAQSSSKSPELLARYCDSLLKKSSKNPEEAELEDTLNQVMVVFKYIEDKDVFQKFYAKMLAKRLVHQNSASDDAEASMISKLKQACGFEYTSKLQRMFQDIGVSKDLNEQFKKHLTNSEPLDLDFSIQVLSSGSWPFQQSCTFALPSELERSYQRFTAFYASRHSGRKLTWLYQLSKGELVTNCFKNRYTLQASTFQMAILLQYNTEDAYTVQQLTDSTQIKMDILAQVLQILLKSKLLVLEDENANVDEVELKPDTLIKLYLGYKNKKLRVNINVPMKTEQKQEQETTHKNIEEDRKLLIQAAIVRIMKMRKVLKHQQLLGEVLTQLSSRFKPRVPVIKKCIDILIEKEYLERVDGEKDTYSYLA
Starred values were filed as active, the others as inactive.

RBX1-CUL1 inh | molecule
6 | COC(=O)c1cc(-c2ccc(Cl)c(Cl)c2)nc2ccccc12
6 | CCC1(C/C=C2\CC(C)Oc3cc(OC)ccc32)C(=O)CCC1=O (stereo not drawn)
12 | CCN1C(=O)c2ccccc2C1(O)c1ncc[nH]1 (stereo not drawn)
-1 | CN(C)CCNCc1ccc(Cl)c(Cl)c1
-4 | Cc1cc(O)ccc1NS(=O)(=O)c1ccccc1C
2 | Cn1c(CNC(=O)c2ccccc2F)nnc1SCC(=O)Nc1ccc(Cl)c(Cl)c1
-10 | Cn1c(O)c(C2=c3cc(F)ccc3=NC2=O)sc1=Nc1ccc(Cl)cc1
8 | O=C(C1CCCN(S(=O)(=O)c2cccc3nonc23)C1)N1CCN(c2cccc(Cl)c2)CC1 (stereo not drawn)
3 | Cc1occc1C(=O)NN=C1CC(=O)CC(C)(C)C1
-3 | O=C(NCc1cccc(F)c1)C1CCN(C(=O)c2sccc2-n2cccc2)CC1
8 | Cc1nc(C)c(-c2nc(C3(c4ccc(F)cc4)CCOC3)no2)s1 (stereo not drawn)
-5 | COc1ccc(/C=c2\sc3n(c2=O)C(c2ccc(Cl)cc2)C(C(=O)Nc2ccccc2)=C(C)N=3)cc1O (stereo not drawn)
-3 | Cc1ccccc1-c1nc(C(N)=O)c2c(n1)n(-c1ccc3c(c1)OCO3)c(=O)n2C
-1 | CCOc1ccc(/C=N/NC(=O)Cc2csc(Nc3cccc(C(F)(F)F)c3)n2)cc1OCC
-9 | COCCCNC(=O)CC(c1cc(OC)c(OC)c(OC)c1)N1Cc2ccccc2C1=O (stereo not drawn)
-5 | CCOc1cc(CC2=NC(=O)N(c3cccc(Cl)c3)C2=O)cc(I)c1OC
7 | CCOC(=O)Cn1cc(CC2=NC(=O)N(c3cccc(Cl)c3)C2=O)c2ccccc21
-5 | COc1cc(NC(=O)N2CCC(CN3CCCCCC3)CC2)cc(OC)c1OC
-6 | COc1cccc(C(C)NC(=O)c2cc(Br)c(Br)s2)c1 (stereo not drawn)
6 | O=C(NC1CCOC1)C1CCN(c2nc(-c3ccccc3)nc3c2CCC3)CC1 (stereo not drawn)
-8 | COc1cc(/C=N\NC(=O)c2sc(N)nc2C)ccc1OCc1ccc(Cl)cc1Cl
9 | O=C(c1ccccc1)c1nnn2ccccc12
0 | COc1ccc(C2CC(c3ccc(F)cc3)=Nc3nc(-c4ccc(Cl)cc4)nn32)cc1 (stereo not drawn)
6 | CCOc1ccc(CC(=O)NCCS(=O)(=O)N2CCN(c3ccc(OC)cc3)CC2)cc1
1 | COc1ccc(NC(=O)Cn2c(=O)n(CCCC(=O)NCc3ccccc3OC)c(=O)c3ccccc32)cc1Cl
9 | O=C(O)C1CCCN1C(=O)c1ccccc1F (stereo not drawn)
-4 | CC(=O)NC1CCCc2c1[nH]c1ccc(C)cc21 (stereo not drawn)
-4 | O=C1CC[C@@H](CN(Cc2ccncc2)C(=O)c2cn(Cc3ccccc3F)nn2)N1
-3 | Cc1ccc(-c2c(CN3CCN(c4cccc(C)c4C)CC3)csc2C)cc1
-4 | COc1cc([N+](=O)[O-])cc(/C=N/NC(=S)Nc2ccc(Cl)cc2Cl)c1O
0 | O=C(Cn1cc(S(=O)(=O)N2CCN(c3ccccc3F)CC2)c2ccccc2c1=O)Nc1cccc(C(F)(F)F)c1
17 | CCNC(=O)N1CCNC(=O)C1CC(=O)N1CCN(c2ccc(OC)cc2)CC1 (stereo not drawn)
12 | O=S1NN(c2ccccc2)S(=O)NN1c1ccccc1 (stereo not drawn)
-5 | O=C(NCCC1=CCCCC1)c1ccc2c(c1)ncn2-c1ccc(F)c(F)c1
-6 | Cc1cc(C)c(C2Nc3ccccc3C(=O)N2NC(=O)c2ccc(Cl)cc2)c(C)c1 (stereo not drawn)
-2 | CCOc1cccc(C(=O)C2C(=O)C(=O)N(CCCn3ccnc3)C2c2ccco2)c1 (stereo not drawn)
-7 | N/C(=N\OC(=O)c1ccco1)c1cccnc1
-3 | COc1ccc(NC(=O)c2cnn(-c3ccc(C)cc3)c2-n2cccc2)cc1Cl
1 | CCn1c2c(c(=N)c3c1CCC3)CCCC2
-5 | Cn1cc(S(=O)(=O)N2CCCCC2)cc1C(=O)Nc1cccc(C#N)c1
-5 | Nc1c(Br)cc(Br)c(N2CCCC2=O)c1Br
8 | COc1ccc(/C=C/c2noc(-c3ccccc3O)n2)cc1OC
-6 | CC(=O)OCCSc1cccc2c(SCCOC(C)=O)cccc12
7 | CCS(=O)(=O)N1CCCC(C(=O)Nc2ccc(C)cc2C)C1 (stereo not drawn)
1 | CCN(CC)C(=O)Cn1cc(C(=O)N2CCCCC2c2ccccn2)nn1 (stereo not drawn)
5 | O=C1CCCCN1CC(=O)N1CCc2[nH]nc(-c3ccc(Cl)cc3)c2C1
1 | COc1ccc(OC)c(CNC(=O)c2c3c(nc4ccccc24)C(=O)N(C2CCCCC2)C3)c1
5 | C=CCN1CSC(=S)N(c2ccc3ccccc3c2)C1
3 | COc1ccc(NS(=O)(=O)c2ccc(NC(=O)COc3ccc(Br)cc3Cl)cc2)cc1
3 | O=C(c1ccccc1)c1c2ccccn2c2cccc[n+]12
-8 | COc1ccc(/C=C/C(=O)NCc2c(C)nn(C)c2C)cc1COc1ccc(Br)cc1
-10 | COc1ccccc1N1CCN(c2ccc(=O)n(CC(=O)O)n2)CC1
19 | NCCNS(=O)(=O)c1ccc(F)cc1
-2 | Cc1cccc(-n2c(-c3csc(C(C)C)c3)n[nH]c2=S)c1
4 | Cc1ccccc1C1C(=O)CCC1=O
-9 | Cc1ccc(-c2nc3cc(Cl)ccc3o2)cc1NC(=O)c1cc2ccccc2o1
2 | Cc1cc(C(=O)N2C(C)COCC2C)c(C)o1 (stereo not drawn)
-13 | CCc1nn(CC(=O)NCCC(C)C)c(=O)c2cc3occc3n12
3 | CN1CCN(C(=O)c2ccc(N(C)S(C)(=O)=O)cc2)CC1
0 | CCC(=O)N1CCc2cc(Br)cc(S(=O)(=O)CCC(=O)Nc3ccc(C)c(C)c3)c21

(cont.)
RBX1-CUL1 inh | molecule
4 | COc1cccc(NC(=O)c2sc3nc4c(c(-c5ccc(C)o5)c3c2N)CCCC4)c1
-3 | CCOc1cc(/C=N/NC(=S)NCc2ccccc2)ccc1OC(C)C
-4 | COc1cc(NC(=O)/C=C/c2ccc(Cl)cc2Cl)ccc1NC(=O)c1ccco1
-10 | Cc1ccccc1C(=O)NNC(=S)NC(=O)c1ccccc1
15 | Cc1oc(-c2cc(F)cc(F)c2)nc1CN1CCC[C@H]1CO
7 | CCS(=O)(=O)N1CCC(C(=O)NC2CC2)CC1
4 | COc1cc(CN2CCC(CO)(CCOc3ccccc3)CC2)cc2c1OCO2
2 | Cc1ccccc1N1CCN(S(=O)(=O)c2cccc3ccccc23)CC1
6 | COCC(=O)Nc1cccc(-c2cccc(-c3ccn[nH]3)c2)c1
-12 | CCOC(=O)c1[nH]c(C)c(CCC(=O)Nc2ccc(N(CC)CC)cc2C)c1C
13 | COc1ccc2[nH]cc(CCN3C(=O)CCC3=O)c2c1
-5 | O=C(NCc1ccccc1Cl)c1ccsc1
6 | CCCCNc1nc2c(c(=O)n(Cc3ccc(Cl)c(Cl)c3)c(=O)n2C)n1C
-10 | CCN(C(=O)CN(C)S(=O)(=O)c1ccc2c(c1)n(C)c(=O)c(=O)n2C)c1cccc(C)c1
-1 | CCC(=O)Nc1cccc(-c2nc3cc(C)ccc3o2)c1
-6 | CC(C)(C)c1cc(-c2nc(-c3ccccc3)c(-c3ccc(C(=O)c4ccc(F)cc4)cc3)[nH]2)cc(C(C)(C)C)c1O
-5 | CCOCCc1nn2c(=O)cc(COC(=O)COc3ccccc3Cl)nc2s1
4 | CCOc1ccccc1C(=O)N1CCN(c2ccc(Cl)cc2)CC1
14 | Cc1cc(C)cc(NC(=O)Nc2ccccc2OCc2cc(=O)n3ccccc3n2)c1
8 | CCCc1nc2scc(-c3ccc(C)cc3)c2c(=O)n1N

Another view of 4 compounds above:
mol	RBX1-CUL1 inh
CN(C)CCNCc1ccc(Cl)c(Cl)c1	-1
Cc1cc(O)ccc1NS(=O)(=O)c1ccccc1C	-4
Cn1c(CNC(=O)c2ccccc2F)nnc1SCC(=O)Nc1ccc(Cl)c(Cl)c1	2
Cn1c(O)c(C2=c3cc(F)ccc3=NC2=O)sc1=Nc1ccc(Cl)cc1	-10

Next section.
RBX1-CUL1 inh | molecule
8 | COc1ccc(C2CC(C(F)(F)F)n3nc(C(=O)Nc4ccc(F)c(Cl)c4)c(Cl)c3N2)cc1 (stereo not drawn)
3 | COc1ccc(C(=O)Nc2nn[nH]n2)c(OC)c1
-3 | COc1ccc(NC(=O)CCc2nc3cccnc3n2Cc2cccs2)c(OC)c1
-4 | CCC(=O)Nc1ccc2nc(SCc3ccc(C(=O)Nc4ccc(C(C)=O)cc4)cc3)sc2c1
0 | C=CCC(=O)N1CCCC1C(=O)Nc1ccc(-c2nc3ccccc3o2)cc1 (stereo not drawn)
0 | CCOc1ccc(S(=O)(=O)NCCc2csc3nc(-c4cccc(C)c4)nn23)cc1
-2 | CCc1n[nH]c2c1CN(C(=O)C1CCCN(Cc3ccco3)C1)CC2 (stereo not drawn)
2 | Cc1cc(Cl)c(S(=O)(=O)N2CCN(c3ccccc3)CC2)cc1OCC(N)=O
-4 | COCC(=O)Nc1cc(C(=O)NC(C)c2ccc(F)cc2)c2c(c1)ncn2CCc1ccccc1 (stereo not drawn)
0 | COCCCNC(=O)c1c(NC(=O)c2cc(=O)c3ccccc3o2)sc2c1CCCC2
-1 | CCOc1cc(C2NC(=O)c3c(sc4c3CCN(C)C4)N2)ccc1OC(=O)c1ccc(Br)cc1 (stereo not drawn)
10 | Cc1ccc(CCNC(=O)c2c(C)nn(-c3ccc(F)cc3)c2-n2cccc2)cc1
4 | CC(=O)N1CCN(S(=O)(=O)c2ccc(C(C)(C)C)cc2)CC1
6 | CC1(C)CC(=O)C2=C(C1)N(c1ccccc1C(F)(F)F)C(=N)C(C(=O)c1ccccc1)C2c1ccc(Br)cc1 (stereo not drawn)
0 | CC(C)(C)c1cc(Br)ccc1OCC(=O)Nc1ccccc1
1 | CSc1nc(Oc2ccc(F)cc2Cl)cc(-n2nc(SC)c(C#N)c2N)n1
7 | CCN(CC)Cc1ccccc1Sc1ccccc1
5 | O=C(NCC1CCCN(Cc2cc3c(cc2Cl)OCO3)C1)c1cc2ccccc2[nH]1 (stereo not drawn)
-1 | CN1CCc2c(sc3nc(SCc4cccc5ccccc45)n(-c4ccccc4)c(=O)c23)C1
6 | O=C(CS(=O)(=O)Cc1ccccc1)Nc1nc(-c2ccccc2)cs1
-10 | CC(C)(c1ccc(N=Cc2cc(Br)cc(Br)c2O)cc1)c1ccc(N=Cc2cc(Br)cc(Br)c2O)cc1
2 | COc1ccc2c(c1)c1c(c(=O)n(-c3ccccc3)c(=O)n1CC(=O)NCc1ccc(C)cc1)n2C
-1 | Cc1cc(SCc2n[nH]c(=S)o2)nc(N2CCCCC2)n1
-9 | O=C1NC(=O)N(c2ccc(C34CC5CC(CC(C5)C3)C4)cc2)C(=O)/C1=C/c1ccc(N2CCOCC2)o1
7 | COC(=O)c1ccc(CNC(=O)Cn2nnnc2CN2CCCCCC2)cc1
-2 | COc1cccc(CNC(=O)CSc2ccc(-c3sc(-c4ccccc4)nc3C)nn2)c1
8 | CN(C)Cc1c(O)ccc2oc(Cc3ccccc3)cc12
-7 | Clc1ccc(-c2n[nH]c3c2CN(Cc2ccncc2)CC3)cc1
-2 | O=C(CS(=O)(=O)c1cccc2nsnc12)Nc1ccccc1Cl
1 | O=c1nc2n(-c3cccc(C(F)(F)F)c3)c3cccc(Cl)c3cc-2c(=O)[nH]1
4 | COc1ccc(NC(=O)C2CC(=O)NC(Nc3nc4ccccc4s3)=N2)cc1 (stereo not drawn)
0 | Cc1ccc(-c2cc(C(=O)NC3CCCC3)c3cc(Br)ccc3n2)cc1C
0 | O=C(CCc1ccccc1)Nc1ccc(N2CCC(NCc3cccc(-n4cccn4)c3)CC2)cc1
-5 | CCOc1ccccc1NC(=O)c1c(NC(=O)C(C)Oc2ccc(Cl)cc2)sc2c1CCCCC2 (stereo not drawn)
11 | c1ccc(NCn2nnc3ccccc32)nc1
-5 | CCc1ccc(OCc2nnc(SCC(=O)Nc3cccc(C(F)(F)F)c3)n2C)cc1
2 | COc1cc(-c2nnc(SCC#CCO)o2)cc(OC)c1OC
0 | COC(=O)N1CCc2[nH]nc(-c3ccc(C(F)(F)F)cc3)c2C1
0 | Clc1ccc(-c2csc(-c3ccccc3)n2)cc1
-1 | C#CCN(C(C)=O)c1ccc(C#N)cc1

A portion from the list above:
RBX1-CUL1 inh | molecule
8 | COc1ccc(/C=C/c2noc(-c3ccccc3O)n2)cc1OC
-6 | CC(=O)OCCSc1cccc2c(SCCOC(C)=O)cccc12
7 | CCS(=O)(=O)N1CCCC(C(=O)Nc2ccc(C)cc2C)C1 (stereo not drawn)
1 | CCN(CC)C(=O)Cn1cc(C(=O)N2CCCCC2c2ccccn2)nn1 (stereo not drawn)
5 | O=C1CCCCN1CC(=O)N1CCc2[nH]nc(-c3ccc(Cl)cc3)c2C1
1 | COc1ccc(OC)c(CNC(=O)c2c3c(nc4ccccc24)C(=O)N(C2CCCCC2)C3)c1

The list goes on.
RBX1-CUL1 inh | molecule
-3 | CC(C(=O)O)C1Sc2ccccc2NC1=O (stereo not drawn)
-2 | Cc1ccc(NS(=O)(=O)c2ccc3nc(-c4ccccc4)[nH]c3c2)c(Cl)c1
-1 | O=C(O)c1cccc(COc2cccc3ccccc23)c1
-3 | COc1ccc(F)cc1S(=O)(=O)Nc1ccccc1C
-4 | CCOc1ccc(NC(=O)Nc2cc3c(cc2C)oc(=O)n3C)cc1

Some of the compounds tested, so the mix of outcomes need not match the whole.
